# Wnt bcat act = Wnt/beta-catenin pathway activators, primary screen, cell-based, plate reader, single point; activation, % at 9.35 µM; 300,000 tested, 1.2% active; AID 743398, 2014; Wnt/beta-catenin reporter cell assay, activator; in the data active = activation above about 30%, passing the limit was not always enough;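 note: 0% = neutral control wells and 100% = positive control wells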
# CAL PDZ FP = CAL PDZ peptide-binding inhibitors, primary screen, biochemical, fluorescence polarization, Cer-tagged CAL PDZ, HTS; Golgi-associated PDZ and coiled-coil motif-containing protein (Homo sapiens), Q9HD26; purified CAL PDZ, TMR-peptide fluorescence polarization, 1 h; inhibition, % at 20 µM; 330,000 tested, 0.02% active; AID 504414, 2011;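 active = highest replicate inhibition of at least 40%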;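 note: plate controls were DMSO neutral control wells for no effect and unlabeled competitor peptide control wells for full effect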
#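 Test system: tagged CAL PDZ domain / Buffer or medium: sodium phosphate/NaCl buffer pH 7.4 with TCEP, IgG, Thesit / Reagent: TMR-labelled reporter peptide T*-PRC34 bound in PDZ groove / Compound dosing: single point, 20 µM / Schedule: 1 h incubation at room temperature before polarization reading / Technique: fluorescence polarization (mP) / Benchmarks: unlabelled peptide, DMSO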
# E coli growth = E. coli V3065 growth inhibition, primary screen, counter-screen for AddAB inhibitor project, absorbance, OD600; 18 h; inhibition, % at 11.9 µM; 330,000 tested, 0.27% active; AID 449728, 2010;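 active = inhibition above the campaign's mean inhibition across all tested compounds plus 3 SD, cut at about 9.9% in these data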;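 note: uninfected addAB+ strain grown without phage in ampicillin broth; 0% = DMSO wells and 100% = ciprofloxacin 0.95 µg/ml wells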
# AddAB inh = growth inhibition of E. coli expressing H. pylori AddAB, primary screen, AddAB inhibitor project, absorbance | 330,000 tested, 0.29% active | AID 435030, 2010 | inhibition, % at 11.9 µM; in the data active = inhibition above about 12%;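 note: 0% = vehicle wells of infected cells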
# Rtt109 Vps75 = inhibitors of C. albicans Rtt109/Vps75 HAT, primary screen, biochemical, ThioGlo CoA-SH fluorescence, plate reader; purified Rtt109/Vps75, 4 h; inhibition, % at 34.9 µM; 330,000 tested, 0.16% active; AID 540336, 2011;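 active = inhibition of at least 50% in every replicate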
# Target sequence (Q5AAJ8 whole entry, looked up): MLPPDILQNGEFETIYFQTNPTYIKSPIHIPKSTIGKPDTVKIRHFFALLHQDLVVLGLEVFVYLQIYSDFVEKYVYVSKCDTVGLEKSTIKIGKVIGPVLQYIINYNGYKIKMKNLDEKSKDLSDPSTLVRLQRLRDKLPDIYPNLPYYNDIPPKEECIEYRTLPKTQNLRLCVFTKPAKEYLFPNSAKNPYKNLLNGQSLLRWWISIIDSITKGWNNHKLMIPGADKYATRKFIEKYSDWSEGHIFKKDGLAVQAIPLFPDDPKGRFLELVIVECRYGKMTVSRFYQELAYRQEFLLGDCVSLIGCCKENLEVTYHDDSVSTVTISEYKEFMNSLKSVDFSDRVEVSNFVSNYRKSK
# DAGLB inh = DAGLB lipase inhibitors, primary screen, biochemical, fluorescence, HTS | Diacylglycerol lipase-beta (Homo sapiens), Q8NCG7 | HEK293T DAGLB membrane lysate, EnzChek fluorogenic substrate | inhibition, % at 5.17 µM | 340,000 tested, 0.059% active | AID 504411, 2011; in the data active = inhibition above about 34%;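 note: 0% = enzyme with vehicle and 100% = wells lacking enzyme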
# Target sequence (Q8NCG7 whole entry, looked up): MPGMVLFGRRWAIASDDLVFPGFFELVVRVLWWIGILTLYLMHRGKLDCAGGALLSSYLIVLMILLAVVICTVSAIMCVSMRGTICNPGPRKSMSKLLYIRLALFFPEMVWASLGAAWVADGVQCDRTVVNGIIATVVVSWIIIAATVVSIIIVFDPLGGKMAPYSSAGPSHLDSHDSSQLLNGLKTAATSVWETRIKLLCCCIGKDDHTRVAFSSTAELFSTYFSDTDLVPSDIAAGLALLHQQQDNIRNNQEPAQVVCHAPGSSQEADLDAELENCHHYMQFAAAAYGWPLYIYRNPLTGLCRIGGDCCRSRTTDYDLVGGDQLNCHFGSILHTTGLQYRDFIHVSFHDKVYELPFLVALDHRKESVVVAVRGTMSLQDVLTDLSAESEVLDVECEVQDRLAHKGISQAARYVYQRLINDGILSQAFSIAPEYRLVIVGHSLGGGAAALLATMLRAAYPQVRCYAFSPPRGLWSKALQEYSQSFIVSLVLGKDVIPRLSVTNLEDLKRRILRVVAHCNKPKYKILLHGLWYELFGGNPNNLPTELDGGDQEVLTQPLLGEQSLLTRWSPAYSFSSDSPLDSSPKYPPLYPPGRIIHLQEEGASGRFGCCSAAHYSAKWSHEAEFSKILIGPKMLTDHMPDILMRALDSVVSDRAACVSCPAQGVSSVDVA
# phage Ecoli inh = growth loss of phage-infected E. coli, primary screen, RecBCD inhibitor project, absorbance, with phage, HTS | AID 651602, 2012 | 360,000 tested, 0.26% active | inhibition, % at 11.9 µM; in the data active = inhibition above about 11%
# PfHsp90 yeast 2 = growth inhibition of PfHsp90-expressing yeast, primary screen, antimalarial PfHsp90 inhibitor project, S. cerevisiae, BacTiter-Glo luminescence, single point, set 2; BacTiter-Glo ATP, 48 h; yeast lacking PDR1 and PDR3 efflux regulators; inhibition, % at 9.4 µM; 310,000 tested, 0.32% active; AID 504621, 2011;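 active = every replicate shows inhibition above about 80%, whatever the replicate mean, limit read from the data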;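 note: 0% = DMSO neutral controls and 100% = 20 µM radicicol positive controls; yeast relying on Plasmodium falciparum Hsp90 in place of its own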
# Tat transport = E. coli Tat export inhibitors, primary screen, MC4100, TorA-mCherry reporter, fluorescence, single point; inhibition, % at 10 µM; 340,000 tested, 0.036% active; AID 488895, 2010;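 active = mean replicate inhibition at least 50% and at least half of replicates individually reaching 50%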;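 note: exported cargo escapes ClpAP degradation while cytoplasmic cargo is degraded and loses fluorescence; 0% = median of neutral control wells and 100% = median of NaSCN control wells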
# PvdQ inh = P. aeruginosa PvdQ acylase inhibitors, primary screen, biochemical, fluorescence, plate reader and imaging, single point; PvdQ acylase [Pseudomonas aeruginosa LESB58]; purified PvdQ acylase; inhibition, % at 10 µM; 340,000 tested, 0.063% active; AID 488965, 2010; in the data active = inhibition above about 30%, passing the limit was not always enough;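 note: 0% = vehicle neutral wells and 100% = reference inhibitor wells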
# Numbers without * were called inactive; . = not tested or not shown.
SMILES,Wnt bcat act,CAL PDZ FP,E coli growth,AddAB inh,Rtt109 Vps75,DAGLB inh,phage Ecoli inh,PfHsp90 yeast 2,Tat transport,PvdQ inh
COc1ccc(S(=O)(=O)N2CCOCC2)c(C)c1C,-4,-3.6,0.4,3.2,-2,1,1.7,5,2,-11
CCN1C(=O)CC(N2CCC(Cc3ccccc3)CC2)C1=O (stereo not given),.,-0.9,1.0,2.2,1,-1,1.2,12,3,1
CC(=O)Nc1ccc(S(=O)(=O)NC(C)c2nc(-c3ccccc3)no2)cc1 (stereo not given),0,-1.7,-2.2,1.5,-1,2,2.9,-6,0,-14
CCOC(=O)/C=C/C(=O)Nc1cc(S(=O)(=O)Nc2ccc(OC)cc2)ccc1N1CCOCC1,-8,-2.1,.,.,19,-2,1.2,11,7,0
O=C(CCNS(=O)(=O)c1ccccc1F)N1CCN(C(c2ccccc2)c2ccccc2)CC1,-4,-2.2,0.0,-2.7,15,-1,-1.5,14,4,-12
Cc1ccc(OCc2nc(-c3ccccn3)no2)c(Br)c1,-2,-4.5,-1.0,0.0,-7,-1,0.6,3,-1,-12
CCCCOc1ccc(C(=O)OCC(=O)c2c(N)n(C)c(=O)n(C)c2=O)cc1,2,-0.8,-0.4,2.2,3,-2,1.0,-6,4,-15
CCOC(=O)C(=NCCCN1CCOCC1)NNc1cccc(C(F)(F)F)c1,-1,-0.7,1.9,4.1,6,1,4.6,-1,-1,9
c1ccc(-c2cc(N3CCOCC3)nc3ccccc23)cc1,.,-0.7,-1.7,1.4,-13,-3,-1.8,-32,7,-8
c1csc(CN2CCN(Cc3cccs3)C2c2cccs2)c1,.,0.8,-1.6,0.0,-3,-9,3.3,0,-2,-13
CCN(CC)S(=O)(=O)c1ccc(N2Cc3ccccc3C2=N)cc1,-3,-2.8,-2.1,-2.0,31,3,2.4,17,-5,7
COc1ccc(Cl)cc1NC(=O)CN1CCC(n2nnc3cc(F)ccc32)CC1,0,0.1,-1.6,-2.3,4,0,3.4,.,10,2
NC(=O)c1cc(-c2ccccc2)nc2ccc(Br)cc12,-2,-1.2,2.2,7.4,2,.,1.9,-6,-9,-9
Cc1ccc(S(=O)(=O)N2CCN(C(=O)COC(=O)C3(C)CC3(Cl)Cl)CC2)c(C)c1 (stereo not given),-4,-0.3,-1.1,-0.2,0,-3,1.6,-25,3,-2
C=C1CCN([C@@H](CC(C)C)C(=O)NCc2ccccc2)S(=O)(=O)c2ccccc21,-3,0.7,0.7,0.9,0,-7,0.2,.,-9,4
CCCCCNC(=O)c1ccc2c(=O)n(CCCN3CCCC3=O)c(=S)[nH]c2c1,-2,-3.0,1.2,0.7,0,1,-0.8,.,3,-2
Cc1ccc(-c2csc(NC(=O)Cn3[nH]c(=O)c4ccccc4c3=O)n2)cc1,-3,-2.1,-2.1,-2.5,-6,4,2.6,-7,7,-9
CCCCCCC(CC(=O)NCc1cccnc1)CC(=O)NCc1cccnc1,-1,-5.0,-0.1,0.8,-2,1,1.0,14,4,-11
CC(C)OC(=O)c1cc2c(ccn2C)n1CC(=O)N(Cc1ccccc1)c1ccc(F)cc1,-5,0.1,-2.0,-2.6,-3,-9,4.4,17,6,4
Cc1ccc2c(C(=O)CN3CC(C)CC(C)C3)c(C)[nH]c2c1 (stereo not given),0,-3.0,-0.7,2.0,-2,-2,2.9,1,-1,-24
CCCOC(=O)C1C2C=CC3(CN(c4ccc(Cl)c(F)c4)C(=O)C13)O2 (stereo not given),-1,-1.0,1.9,3.2,5,-1,3.0,8,0,-8
Cc1nnc(SCC2=C(C(=O)O)N3C(=O)C(NC(=O)c4cccc(F)c4F)C3SC2)s1 (stereo not given),0,-0.1,-0.4,-0.2,2,0,3.3,-3,-2,-4
COC(=O)c1c(NC(=O)c2ccc(Br)s2)sc2c1CCC2,-1,0.1,-1.3,-1.1,2,-4,-0.3,-2,9,-14
Cc1cccc(C)c1NC(=O)c1cn(-c2ccccc2)nc1-c1ccccc1,0,0.7,0.1,0.9,-20,-2,2.8,-25,-2,-27
CCCn1c(/C=N/Nc2nc3ccccc3[nH]2)nc2ccccc21,22,-1.8,.,.,2,6,0.1,-10,-17,-4
CCCn1c(=N)n(CC(=O)c2cccs2)c2ccccc21,-4,-0.5,-1.1,-1.1,2,0,1.6,-8,-4,0
COC(=O)C1CC2=C(CCCC2=O)N(Cc2ccccc2)C1=O (stereo not given),-2,-0.4,.,.,-33,-1,2.3,7,-5,-9
Cc1ccc(N(CC(=O)NC2CCCC2)C(=O)CCCC(=O)Nc2ccccn2)cc1C,.,-0.6,0.2,-0.5,0,-1,2.2,-8,1,-8
COc1ccc(S(=O)(=O)Nc2nc3ccccc3s2)cc1OC,0,-2.4,0.4,1.6,-6,4,3.6,0,-3,16
COc1cccc(NC(=O)CN(C)C(=O)c2cn(-c3ccccc3)nc2-c2cccnc2)c1,-1,-1.5,1.9,1.4,4,1,-2.2,-4,5,4
COC(=O)c1c(O)ccc(Oc2ccccc2)c1C(=O)OC,.,.,-2.3,1.4,3,-5,-0.4,-10,3,-9
O=C1CC(N2CCN(CCc3ccccn3)CC2)C(=O)N1c1ccc(Cl)cc1 (stereo not given),.,0.0,-2.6,-0.9,12,0,2.4,-7,-2,-4
CC(Oc1ccccc1Cl)C(=O)Nc1ccc(S(=O)(=O)N2CCN(C)CC2)cc1 (stereo not given),-2,-0.1,.,.,5,0,0.2,0,-3,-1
COc1ccc(OC)c(S(=O)(=O)N2CCCCC2C(=O)O)c1 (stereo not given),0,-1.0,0.4,0.6,-10,1,3.1,-20,2,-7
COc1cccc(CC2(CO)CCN(Cc3cnc(N4CCOCC4)s3)CC2)c1,-1,0.4,-2.7,-0.6,-17,-5,4.0,0,5,-4
CNC(=S)N(Cc1ccc(OC)cc1)Cc1cc2ccc(C)cc2[nH]c1=O,-1,0.0,-5.3,-0.3,13,0,3.7,7,3,12
CC1=C(C(=O)OCc2ccccc2)C(c2ccco2)n2ncnc2N1 (stereo not given),-4,-1.6,1.1,15*,1,1,-0.6,-23,7,-13
c1ccc(COc2ncnc3c2ncn3CCCNCC2CCCO2)cc1 (stereo not given),-2,-0.4,.,.,-9,-7,-0.1,4,13,7
Cc1ccccc1S(=O)(=O)Cc1ccc(C(=O)NCCc2ccccc2)o1,1,-2.4,-2.5,-0.6,0,-2,-1.1,4,0,-7
COc1cccc(C(=O)Nc2nc3c(c(=O)[nH]2)CCCC3)c1,17,-2.6,-5.1,-1.1,0,2,4.2,0,-13,-13
COc1cccc(C(=O)NNC2=C(C(=O)C(F)(F)F)CCC2)c1,4,0.5,-1.2,-1.9,6,.,-0.2,-23,8,-13
O=C(c1ccccc1)N1CCN(C2C3CC4CC(C3)CC2C4)CC1 (stereo not given),.,-0.9,-1.2,0.4,2,-2,2.1,-35,-12,-15
CCCCN1c2ccccc2N(CCCO)c2cc(C)nnc21,.,1.3,-1.4,1.0,-3,-2,-0.6,0,-1,-2
O=C1c2ccccc2C(=O)c2c(Nc3ccc(CCO)cc3)ccc(O)c21,3,.,-4.8,-2.4,-2,28,-0.6,7,-4,-24
CCOCc1cc(CN2CCC(n3nccc3NC(=O)C3CC3)CC2)ccc1OC,1,-2.3,.,.,-2,3,2.4,10,-7,-2
CC(C)CC(=O)N/N=C/c1c(N)n(C)c(=O)n(C)c1=O,0,-1.1,1.6,2.9,-1,0,3.9,4,6,8
S=C(Nc1ccccc1Oc1ccccc1)NC1CCCC1,-2,-0.8,-1.2,-0.7,-4,-7,1.7,13,2,-7
O=C(NNc1ccc(C2CCCCC2)cc1)C(O)(c1ccccc1)c1cccs1 (stereo not given),-1,-1.2,1.3,-0.1,6,-2,3.4,.,-2,1
O=C(CCCCCN1C(=O)c2ccccc2C1=O)Nc1ccccc1,.,-0.7,0.2,-1.5,4,4,0.3,-27,-9,3
COc1cccc(N(CC(=O)NCc2ccccc2)C(=O)CCC(=O)Nc2nccs2)c1,3,-2.0,0.9,1.7,-15,3,0.4,16,-4,-7
O=C(Cc1ccc(Cl)cc1)Nc1nc2ccccc2[nH]1,.,-0.8,-3.0,-5.4,-11,-3,-0.1,-24,-2,-7
COc1cccc(C(=O)CSc2nnc(-c3cccs3)o2)c1,8,-2.3,-0.8,1.9,.,-5,0.3,-3,4,5
CN(C)CC(=O)Nc1ccc(S(N)(=O)=O)cc1,8,-0.9,0.1,0.2,-11,4,0.0,.,-2,-6
Cn1cc(Cl)c(-c2n[nH]c(=S)n2-c2ccccc2)n1,1,-2.0,-0.2,1.2,2,-2,0.4,8,4,4
Cc1nnc(NC(=O)CSc2nc3ccccc3o2)s1,.,-1.3,1.6,4.3,-3,-2,2.8,5,3,8
O=C(CNC(=O)c1ccco1)Nc1cccc(Cl)c1,2,0.4,0.0,-0.4,-5,1,2.3,6,0,-9
Cc1nnsc1Sc1ccccc1C(=O)O,10,-2.5,0.2,3.7,10,-1,0.1,6,-5,5
O=C1NC(=O)/C(=C\c2ccc(O)cc2O)S1,15,0.0,-0.8,-0.9,8,2,3.5,-13,-28,-9
CCn1c(CCC(N)=O)nnc1SCC(=O)c1cc(C)n(C2CC2)c1C,-1,-0.2,-1.1,1.6,3,1,-1.8,-19,0,-13
CCCCn1c(=O)c(F)cn(Cc2ccc(OC)c([N+](=O)[O-])c2)c1=O,.,-0.1,-0.4,1.7,4,-3,4.6,-6,5,-18

# 2 compounds from above with just CAL PDZ FP.
mol | CAL PDZ FP
COc1cccc(C(=O)Nc2nc3c(c(=O)[nH]2)CCCC3)c1 | -2.6
COc1cccc(C(=O)NNC2=C(C(=O)C(F)(F)F)CCC2)c1 | 0.5

# The list goes on.
SMILES,Wnt bcat act,CAL PDZ FP,E coli growth,AddAB inh,Rtt109 Vps75,DAGLB inh,phage Ecoli inh,PfHsp90 yeast 2,Tat transport,PvdQ inh
CC1CCCCC1NC(=O)Cn1[nH]c(=O)c2ccccc2c1=O (stereo not given),.,-2.2,4.6,8.0,-4,0,4.3,-10,0,-2
COc1ccc(Oc2nc(-c3cccnc3)nc3ccccc23)cc1,2,-1.0,-1.6,-0.1,-1,-6,0.1,-15,-2,-19
O=Cc1cnc(N2CCCCC2)s1,-1,-2.9,1.2,-1.4,1,2,5.0,-35,-2,-2
COc1cc(-c2nnc(SCc3c(F)cccc3Cl)o2)cc(OC)c1OC,.,-1.7,-0.2,1.8,1,-12,.,36,5,0
CC(OC(=O)c1cccc(O)c1)C(=O)N(C)Cc1ccccc1 (stereo not given),0,-1.3,0.7,-2.4,-2,-1,0.3,-55,3,-12
COc1ccc2cc3c(nc2c1)OCC3,5,0.4,-0.5,2.8,1,0,-0.5,-18,5,8
